Yeast growth tox: Compounds toxic to wild-type S. cerevisiae growth; A595 turbidity, 16 h; 30,000 tested, 0.3% active; growth inhibition, % at 25 µM (by protocol);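 active means mutant and wild-type yeast strains alike exhibit over 30% growth inhibition; inconclusive means a strain exceeds 50% while the second remains under 30%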;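 further: 0% = untreated cell controls and 100% = YPD media blanks without cells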
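System: S. cerevisiae wild-type or eIF2Bepsilon-R284H mutant strain; times: 16 h growth with compound, 30 °C; signal: absorbance at 595 nm (turbidity); measure: growth inhibition (%) versus cell controls and blanks; compound: 25 µM single dose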
Yeast eIF2B: eIF2B (yeast) activity modulation. S. cerevisiae eIF2B-epsilon R284H, GCN4-lacZ luminescence. inhibition, % at 25 µM (by protocol). 27,000 tested, 0.91% active;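 active means mutant luminescence inhibited past about 50% while wild type luminescence and mutant growth stay under set limits, limit read from the data; inconclusive means mutant versus wild type luminescence inhibition gap past a set limit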; further: some compounds called inactive have numbers as strong as hits
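Times: 16 h growth with compound at 30 °C, 90 min Beta-Glo step; Assay system: yeast eIF2B-epsilon R284H mutant carrying GCN4–beta-galactosidase fusion; Measure: % inhibition of reporter signal and growth versus controls; Dosing: one concentration, 25 µM, 0.25% DMSO; Buffer or medium: YPD yeast growth medium; Measured by: Beta-Glo luminescence plus absorbance at 595 nm.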
Yeast growth tox inhibition %: second read-out of Yeast growth tox, no call of its own (marks repeat the call); growth inhibition, %; S. cerevisiae eIF2Bepsilon-R284H mutant growth, A595 turbidity, 16 h;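 each compound tested once at 25 µM; 0% equals untreated cells and 100% equals cell-free medium blanks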
Yeast eIF2B mutant toxicity: also measured in Yeast eIF2B; calls as there; growth inhibition, %; measured here: mutant yeast growth, toxicity;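 each compound tested once at 25 µM; zero equals untreated control growth and 100 equals blank medium absorbance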
An asterisk follows results filed as active; ? = inconclusive; nt = not tested or not shown. The list is partial. The share of hits here may be higher or lower than overall.

canonical_smiles,Yeast growth tox,Yeast growth tox inhibition %,Yeast eIF2B,Yeast eIF2B mutant toxicity
C=CCn1c(CCCOc2ccc(Cl)cc2Cl)nnc1SCC(=O)Nc1nccs1,2,9,26,9
C=CCn1c(-c2ccoc2)n[nH]c1=S,6,14,-6,14
O=C(NCCN1CCOCC1)c1ccc(=O)oc1,5,7,-5,7
Cc1ccc(C)c2c3c([nH]c12)-c1nonc1CC3,4,6,23,6
COc1ccccc1C1/C(=C(/O)c2ccc(OC(C)C)cc2)C(=O)C(=O)N1c1cc(C)on1 (centres undefined),5,14,16,14
Cc1ccc2nc(SCC(=O)N(CC(C)C)c3c(N)n(CC(C)C)c(=O)[nH]c3=O)[nH]c2c1,6,-14,11,-14
O=C1CCCc2nc(N3CCc4ccccc43)ncc21,-18,11,nt,nt
CC1(C)OC(=O)N(Cc2ccco2)C1(C)O (centres undefined),0,19,nt,nt
COc1ccc(CCNC(=O)COC(=O)c2cnccn2)cc1,21,19,25,19
CCN(CC)C(=O)c1ccc2c(=O)n(CCOC)c(=S)[nH]c2c1,9,16,nt,nt
O=C(CSc1nc2ccccc2c(=O)[nH]1)NCc1ccc(Cl)cc1,45,20,nt,nt
O=C(c1c[nH]c2ccc(S(=O)(=O)N3CCOCC3)cc2c1=O)N1CCCC1,1,-10,60*,nt
CCOC(=O)N1CCN(C(=O)c2ccccc2NC(=O)c2ccc(OC)cc2)CC1,nt,nt,10,nt
CC(C)c1nnc(NC(=O)c2cccnc2)s1,9,10,nt,nt
O=C(NCCN1CCN(c2ccccc2F)CC1)C1c2ccccc2C(=O)N2CCc3ccccc3C12 (centres undefined),0,-14,20,-14
CS(=O)(=O)NCCSCc1ccc(Cl)cc1,nt,nt,3,nt
COc1ccc(C(CC(=O)O)NS(=O)(=O)c2ccc(C)cc2)cc1 (centres undefined),2,18,nt,nt
CC(=O)OC1CC(C)(C)N(OC(=O)c2ccccc2)C(C)(C)C1,-7,0,17,nt
Cc1nn(C)cc1CNC(=O)Nc1ccc(Cl)cc1,-10,-18,-10,-18
O=C(CN1C(=O)NC2(CCCCCC2)C1=O)Nc1ccc(S(=O)(=O)N2CCOCC2)cc1,26,-3,18,-3
Cc1ccccc1NC(=O)CSC(N)=O,8,4,16,4
CCOC(=O)C1=C2SCC(=O)N2C(N)=C(C#N)C1,-14,-2,nt,nt
COc1ccccc1NC(=O)c1cccc(NC(=O)c2ccco2)c1,11,4,27,4
Cc1cc(C)cc(-n2ccnc2SCC(=O)Nc2nccs2)c1,-14,-11,0,-11
COc1ccc(CNC(=O)CCCNS(=O)(=O)c2cccc3nonc23)cc1,12,19,3,19
Nc1nnnn1/N=C/C(Br)=C/c1ccccc1,-18,-9,31,-9
CCc1nc2ccccc2c2nc3ccccc3n12,21,26,17,26
CCOC(=O)C(CSCC(=O)c1ccc(Cl)cc1)NC(=O)OC(C)(C)C (centres undefined),18,12,14,12
Cc1ccc(S(=O)(=O)N2CCN(S(=O)(=O)N3CCOCC3)CC2)c(C)c1,16,8,19,8
CCCCOC(=O)CCc1n[nH]c(=O)[nH]c1=O,-2,0,21,nt

Additional compounds:
canonical_smiles,Yeast growth tox,Yeast growth tox inhibition %,Yeast eIF2B,Yeast eIF2B mutant toxicity
OCCN=Cc1c(O)[nH]c2ccccc12,12,17,nt,nt
O=C(C1CC1)N1CCc2cc(Br)cc(S(=O)(=O)NCC3COc4ccccc4O3)c21 (centres undefined),23,8,-1,8
CN(C)C(=O)CN(c1ccc2c(c1)OCO2)S(C)(=O)=O,?,nt,18,-43
Cc1nnc(N(C)C(=O)c2ccccn2)s1,27,15,nt,nt
Cc1cc(=O)[nH]c(SCC(=O)NCCc2ccccc2)n1,10,12,24,12
CC(CN1CCCCC1)OC(=O)C1c2ccccc2Oc2ccccc21 (centres undefined),2,-6,-9,-6
CC(=O)Nc1cccc(OCC(O)Cn2c(C)nc3ccccc32)c1 (centres undefined),-8,14,3,14
Cc1ccc(S(=O)(=O)N2CCC(C(=O)N[C@H](C(=O)NCc3ccco3)C(C)C)CC2)cc1,-1,15,-25,15
O=C(CN1C(=O)c2ccccc2C1=O)NCC1COc2ccccc2O1 (centres undefined),5,4,4,4
COC(=O)c1cc(Br)c(=O)n(CC(C)C)c1,7,14,22,14
C/C(=N\NC(N)=S)C12CC3CC(CC(C3)C1)C2,30,22,-22,22
O=C(NCc1ccccc1)c1ccc2c(=O)n(CCCN3CCCC3=O)c(=S)[nH]c2c1,6,11,nt,nt
COc1ccc(Nc2nnc(SCC(=O)N3CCCC3)s2)cc1,-6,12,22,12
Cc1ccc(C)c(OCC(=O)N2CCOCC2)c1,-6,5,-35,5
Cc1cc(NC(=O)C2CC(c3ccc(Cl)cc3)=NO2)no1 (centres undefined),6,-29,-4,-29
CN1c2ccccc2Oc2c(c(=O)n(C)c(=O)n2C)C1c1cccc([N+](=O)[O-])c1 (centres undefined),13,-10,12,-10
Cn1c(=O)n(C)c2cc(/C=N/n3cnnc3)ccc21,15,15,22,15
CCOc1ncccc1C(=O)OCC(=O)Nc1c(C)cc(C)cc1C,6,-10,-10,-10
Cc1ccccc1-c1noc(-c2ccc(O)cc2)n1,39,24,98,24
Cc1ccc(CCNC(=O)C2CCCN(S(=O)(=O)c3cccc4nsnc34)C2)cc1 (centres undefined),-47,-4,-7,-4
CCOC(=O)c1c(NC(C)=O)no[n+]1[O-],7,22,20,22
Cc1ccc(N2CC(C(=O)NCc3cccs3)CC2=O)cc1 (centres undefined),3,-6,7,-6
N=C1C(c2ccccc2)=C(O)CN1c1ccc2c(c1)OCO2,12,16,18,16
CCCCn1c(Cc2ccccc2)nnc1SCC(=O)N1CCOCC1,-6,-35,-26,-35
Cc1ccccc1OCc1nc2ccccc2c(=O)n1NC(=O)c1ccco1,-5,-24,33,-24
CSc1ccc(C2C3(C#N)C(N)=NC4(OCCO4)C23C#N)cc1 (centres undefined),10,14,12,14
Cn1c(SCc2ccc(Br)cc2)nnc1-c1ccncc1,10,-2,-1,-2
COCCN1C(=O)c2ccc(C(=O)O)cc2C1=O,11,15,-20,15
CCc1nc(NCc2ccco2)c2oc3ccccc3c2n1,nt,nt,25,nt
O=C(CSc1nnc(-c2ccccc2)o1)n1c2c(c3ccccc31)CCCC2,2,-20,24,-20

Looked up one by one from the entries so far:
canonical_smiles,Yeast growth tox,Yeast growth tox inhibition %,Yeast eIF2B,Yeast eIF2B mutant toxicity
N=C1C(c2ccccc2)=C(O)CN1c1ccc2c(c1)OCO2,12,16,18,16
COC(=O)c1cc(Br)c(=O)n(CC(C)C)c1,7,14,22,14
Cc1cc(NC(=O)C2CC(c3ccc(Cl)cc3)=NO2)no1 (centres undefined),6,-29,-4,-29
Cc1ccccc1-c1noc(-c2ccc(O)cc2)n1,39,24,98,24
Cn1c(SCc2ccc(Br)cc2)nnc1-c1ccncc1,10,-2,-1,-2
CCOC(=O)c1c(NC(C)=O)no[n+]1[O-],7,22,20,22
Cc1ccccc1OCc1nc2ccccc2c(=O)n1NC(=O)c1ccco1,-5,-24,33,-24

The listing continues:
canonical_smiles,Yeast growth tox,Yeast growth tox inhibition %,Yeast eIF2B,Yeast eIF2B mutant toxicity
COc1ccc(C(=O)Nc2ccccc2C(N)=O)cc1,11,-9,21,-9
COc1ccc(CNC(=O)c2c(O)c3cccc4c3n(c2=O)CCC4)cc1,-23,-4,5,-4
Cc1onc(-c2ccccc2)c1C(=O)Nc1ccncc1,17,-4,47,-4
O=C(C1=COCCO1)N1CCN(C(c2ccccc2)c2ccccc2)CC1,16,8,14,8
Cc1ccc(S(=O)(=O)N2CCCC(C(=O)Nc3cccnc3)C2)cc1 (centres undefined),16,21,32,21
CCCc1cc(=O)[nH]c(SCCOc2ccc(OCC)cc2)n1,-5,-16,nt,nt
Cc1ccccc1NC(=O)c1ccccc1NC(=O)c1ccco1,-14,-3,14,-3
Cc1cccc(NC(=O)c2sc3nc(-c4ccc(F)cc4)cn3c2C)n1,-60,-14,6,-14
COc1ccc(/C=N/Nc2nnc(-c3ncc[nH]3)c3ccccc23)cc1,-8,-20,-24,-20
COc1ccccc1N(CC(=O)Nc1cccnc1)S(=O)(=O)c1ccccc1,7,-24,-21,-24
COc1ccc(C(C(=O)Nc2ccc(C(C)C)cc2)N(C)C(=O)CNC(C)=O)cc1 (centres undefined),13,10,nt,nt
C/C(N)=N\S(=O)(=O)c1ccc(Cl)cc1,-13,-3,24,-3
Cc1nc(S(=O)(=O)N(C)c2ccccc2)c(C#N)c(C)c1Cl,-7,3,-14,3
COc1ccc(-n2nc(C(=O)NCc3ccco3)c3ccccc3c2=O)cc1,-14,-5,nt,nt
O=C(NCCCN1CCN(Cc2ccccc2Cl)CC1)Nc1ccccc1,16,4,29,4
Nc1nc(SCc2nc(-c3ccccc3)no2)[nH]c(=O)c1-c1ccccc1,0,16,nt,nt
Cc1ccc2nc(C3CCN(S(=O)(=O)c4ccc5ccccc5c4)CC3)[nH]c2c1,18,-3,nt,nt
COc1ccc(-c2c/c(=N\c3nc(-c4ccccc4)c(C)s3)c3ccccc3o2)cc1O,-4,-15,0,-15
Cc1ccc(NCc2nnc(SCC(=O)Nc3ncc(C)s3)n2Cc2ccco2)c(C)c1,-29,-47,19,-47
O=C(Nc1cccnc1)c1noc2c1CCCC2,9,17,15,17
Cc1ccccc1OCC(O)Cn1c(N2CCN(c3ccccc3)CC2)nc2c1c(=O)[nH]c(=O)n2C (centres undefined),-15,-37,16,-37
Cc1cc2ccccc2c(=O)n1CC(=O)NCC(=O)N1CCCC(C)C1 (centres undefined),8,-8,nt,nt
N[C@@H](Cc1ccccc1)c1nnc(SCc2ccccc2F)o1,15,0,20,nt
CCOC(=O)CSc1nc(-c2ccc3c(c2)OCO3)ccc1C#N,-17,-7,18,-7
CC(=O)N1CCN(Cc2nc3cc(NC(=O)c4ccccc4C)ccc3n2C)CC1,-3,11,nt,nt
Cc1cccc(C(=O)Nc2ccccc2C(=O)OCc2c(C)noc2C)c1,-9,3,11,3
Cc1ccc(C(=O)Nc2ccc3c(c2)OCCO3)o1,17,21,nt,nt
O=C(O)CCc1ccc(-c2ccccc2)n1CC(=O)O,7,-6,21,-6
O=S(=O)(NCCOCC(F)(F)C(F)F)c1ccc2oc3ccccc3c2c1,21,14,23,14
CCc1c(C(=O)Nc2ccc(S(=O)(=O)N3CCOCC3)cc2)csc1C,3,-21,34,-21

Next compounds
canonical_smiles,Yeast growth tox,Yeast growth tox inhibition %,Yeast eIF2B,Yeast eIF2B mutant toxicity
Cc1ccc(S(=O)(=O)N2CCN(C(=O)CN3CCCC3)C2)cc1,-12,-8,-14,-8
Cc1ccc(CNC(=O)C2CCCCC2C(=O)O)cc1 (centres undefined),22,-8,12,-8
O=C(CSc1nc2ccccc2c(=O)[nH]1)N1CCN(S(=O)(=O)c2ccccc2)CC1,23,11,nt,nt
Clc1ccccc1OCCn1ccnc1,-24,-17,13,-17
N#Cc1c(-c2ccco2)nc(NCC2CCCO2)[nH]c1=O (centres undefined),nt,nt,9,nt
CCOC(=O)c1c(C)[nH]c2c1cc(O)c1ccccc12,-6,-5,16,-5
Cc1cccn2c(=O)c3cc(C(=O)N4c5ccccc5CC4C)n(C)c3nc12 (centres undefined),-10,-64,18,-64
COc1ccc(OC)c(NC(=O)CSc2nc(N)c(-c3ccccc3)c(=O)[nH]2)c1,nt,nt,37,nt
O=C(CC1SC(N2CCCCC2)=NC1=O)Nc1cccc(C(F)(F)F)c1 (centres undefined),-2,0,-16,nt
Nc1nc(-c2ccccc2)cs1,34,28,nt,nt
Cc1cc(C)n(/N=C/c2c[nH]c3ccccc23)c(=O)c1C#N,8,0,14,nt
O=C(COC(=O)c1cccs1)c1ccccc1,4,9,6,9
O=c1[nH]nc(Cc2ccccc2)c2ccccc12,2,8,nt,nt
COc1ccccc1Oc1ccccc1C(=O)O,4,4,19,4
CN(CCCNC(=O)C1CCN(S(=O)(=O)c2cccc3nsnc23)CC1)Cc1ccccc1,12,-4,7,-4
N#Cc1nc(-c2ccc(OCc3ccccc3)cc2)oc1NCCCN1CCOCC1,-4,18,2,18
Cn1c(=O)n(C/C=C/c2ccccc2)c(=O)c2c1nc1n2CCCN1c1ccc(F)cc1,-13,0,23,nt
COc1ccc2cc(C(=O)NCC(=O)O)sc(=O)c2c1OC,6,-5,28,-5
Cc1cc(C(=O)CSc2ccc(Cl)cc2)cc(C)c1OC(=S)N(C)C,13,12,25,12
